SR-BI uptake up – SR-BI HDL lipid transfer activation; CHO ldlA[mSR-BI] cells, DiI-HDL uptake fluorescence, 3 h; 100 = double the neutral-control signal; 0.096% of 320,000 active; activation, % at 12.5 µM; AID 504775;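 active = mean replicate activation of at least 60% and every replicate at or above 60%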;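 note: 0% = median plate neutral-control signal and 100% = twice that signal; values of inactives mirror those of a sister screen read the other way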
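Test system: SR-BI-overexpressing, LDLR-lacking CHO cells; Medium: Ham's F12 with 0.5% BSA, HEPES 25 mM, pH 7.4; Schedule: 3 h, 37 °C; Technique: bottom-read fluorescence, 550/595 nm.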
Arrestin-AP2 inh – blocks beta-arrestin peptide binding to AP2 adaptin; 0.31% of 340,000 active; FITC-arrestin peptide / GST-AP2 beads, flow cytometry; AP2 beta2 appendage carries R879A mutation; AID 504490; inhibition, % at 10 µM;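 active = inhibition above a set limit, near 3 SD of compounds lacking own fluorescence, cut at about 54% in these data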;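 note: plate controls were DMSO wells for no effect and 5 µM unlabelled arrestin peptide for full effect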
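System: GST-tagged AP2 beta2-adaptin appendage (R879A) on 4 µm glutathione beads / Reagent: FITC-arrestin peptide, 50 nM / Detection: HyperCyt-sampled flow cytometry, FL1 channel, ex 488/em 535 nm / Timing: 12 min plus 1 h, RT / Buffer or medium: PBS plus Tween 20 (0.05%) and BSA (0.1%)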
Keap1 Nrf2 FP – disrupts human Keap1 binding to Nrf2 peptide; Q14145; 0.15% of 340,000 active; Keap1 Kelch-Nrf2 peptide fluorescence polarization, 1536-well; inhibition, % at 9.4 µM; in the data active = inhibition above about 12%;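 note: human Keap1 Kelch domain with fluorescein labeled Nrf2 9mer peptide probe; 0% = neutral control wells and 100% = peptide positive control; higher means more block of Keap1 binding to Nrf2 peptide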
PKA-R2B act – activators of human PKA-R2B complex | P22694+P31323 | PKA-R2B holoenzyme dissociation, Cy5-IP20 fluorescence polarization; R2B truncated from residue 108, S112A mutant; 0% DMSO only, 100% 113 µM cGMP | activation, % at 11.4 µM | 0.079% of 340,000 active | AID 504700;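 active = activation above a cutoff set at the mean over all compounds plus 3 SD, cut at about 18% in these data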;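 note: higher means more holoenzyme dissociation and a rise in polarization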
NSD2 inh – inhibitors of human histone methyltransferase NSD2; AID 743445; inhibition, % at 12.5 µM; NSD2 peptide methylation, AlphaScreen, 120 min; 0.54% of 310,000 active; O96028; in the data active = inhibition above about 50%
Target sequence (O96028 whole entry, looked up): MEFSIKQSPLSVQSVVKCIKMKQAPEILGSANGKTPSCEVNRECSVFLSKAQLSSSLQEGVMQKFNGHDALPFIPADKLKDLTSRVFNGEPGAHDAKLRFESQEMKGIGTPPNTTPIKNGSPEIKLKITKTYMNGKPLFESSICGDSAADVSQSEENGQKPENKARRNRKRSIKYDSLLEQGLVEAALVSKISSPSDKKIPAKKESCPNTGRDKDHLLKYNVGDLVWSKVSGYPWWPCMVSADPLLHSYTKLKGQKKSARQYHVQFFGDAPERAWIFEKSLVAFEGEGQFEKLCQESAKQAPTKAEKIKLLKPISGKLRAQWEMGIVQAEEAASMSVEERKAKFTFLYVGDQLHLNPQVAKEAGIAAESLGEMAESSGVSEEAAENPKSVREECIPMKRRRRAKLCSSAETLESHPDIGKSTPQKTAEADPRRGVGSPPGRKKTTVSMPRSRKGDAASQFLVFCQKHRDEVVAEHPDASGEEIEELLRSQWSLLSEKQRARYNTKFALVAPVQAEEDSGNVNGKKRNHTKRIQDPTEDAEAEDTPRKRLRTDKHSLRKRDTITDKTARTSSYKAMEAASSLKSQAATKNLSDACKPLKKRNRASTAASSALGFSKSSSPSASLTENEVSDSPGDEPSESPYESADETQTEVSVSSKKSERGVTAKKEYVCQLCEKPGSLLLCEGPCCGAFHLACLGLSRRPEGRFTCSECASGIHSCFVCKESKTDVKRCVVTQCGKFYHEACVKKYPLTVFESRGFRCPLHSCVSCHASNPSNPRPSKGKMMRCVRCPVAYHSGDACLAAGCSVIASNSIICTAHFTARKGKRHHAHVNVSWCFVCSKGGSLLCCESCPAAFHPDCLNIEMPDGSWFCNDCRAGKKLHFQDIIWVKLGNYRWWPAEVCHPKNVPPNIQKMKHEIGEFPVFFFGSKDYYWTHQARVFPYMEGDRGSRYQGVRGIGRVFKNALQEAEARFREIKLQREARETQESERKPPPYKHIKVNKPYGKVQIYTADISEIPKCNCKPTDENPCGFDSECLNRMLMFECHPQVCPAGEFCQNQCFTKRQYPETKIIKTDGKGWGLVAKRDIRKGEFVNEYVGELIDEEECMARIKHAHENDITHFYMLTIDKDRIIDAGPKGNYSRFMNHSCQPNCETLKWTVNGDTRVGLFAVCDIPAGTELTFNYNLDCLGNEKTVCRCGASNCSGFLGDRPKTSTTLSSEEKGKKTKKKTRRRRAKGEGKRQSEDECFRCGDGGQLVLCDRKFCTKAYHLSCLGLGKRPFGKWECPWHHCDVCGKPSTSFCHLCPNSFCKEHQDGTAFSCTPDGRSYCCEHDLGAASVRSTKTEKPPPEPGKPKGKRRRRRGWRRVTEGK
PvdQ acylase – P. aeruginosa PvdQ acylase inhibition. purified PvdQ acylase, fluorescence plate reader. inhibition, % at 10 µM. 0.063% of 340,000 active. AID 488965; in the data active = inhibition above about 30%, passing the limit was not always enough;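 note: 0% = vehicle neutral wells and 100% = reference inhibitor wells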
LANA DNA inh – blocks KSHV LANA C-terminal domain binding to DNA. MBP-C-LANA/FAM-LBS DNA binding, fluorescence polarization. inhibition, % at 9 µM. 0.078% of 340,000 active. AID 504423;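 active = highest replicate inhibition at or above 60% at 9 µM, even if other replicates fall short; inactive = all replicates below 60% inhibition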;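 note: 0% = neutral control wells and 100% = 4 µM acridine orange control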
Cardiac RTF inh – cardiac RTF calcium desensitization. AID 493244. IANBD-labeled cardiac RTF, Ca2+ fluorescence. 0.12% of 340,000 active. P19429+P45379. inhibition, % at 7.15 µM;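 active = inhibition above the mean inhibition of all tested compounds plus 3 SD, cut at about 17% in these data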;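 note: assay run at fixed EC70 calcium of 1.6 mM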
SR-BI DiI inh – mouse SR-BI HDL lipid transfer inhibition | inhibition, % at 12.5 µM | ldlA[mSR-BI] CHO cells, DiI-HDL uptake fluorescence, 3 h | 0.96% of 320,000 active | Q61009 | AID 488896;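 active = mean replicate inhibition of at least 70% and a set share of replicates each scoring 70 or more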;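 note: 0% = median of neutral control wells and 100% = median of positive control wells; values of inactives mirror those of a sister screen read the other way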
DAGLB inh – blocks human DAGLB lipase activity; HEK293T DAGLB membrane lysate, EnzChek fluorogenic substrate; inhibition, % at 5.17 µM; 0.059% of 340,000 active; in the data active = inhibition above about 34%;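 note: 0% = enzyme with vehicle and 100% = wells lacking enzyme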
An asterisk follows results filed as active; / = no result given.

Sample of the layout:
SMILES	SR-BI uptake up	Arrestin-AP2 inh	Keap1 Nrf2 FP	PKA-R2B act	NSD2 inh	PvdQ acylase	LANA DNA inh	Cardiac RTF inh	SR-BI DiI inh	DAGLB inh
COc1ccc(/C(C)=N/OC/C(O)=C(\C#N)c2nc3ccccc3[nH]2)cc1OC	-12.9	8.3	-6.7	4.3	4.7	-5.6	4.2	-6.0	12.9	3.0
CCCCNC(=S)N(C)/N=C/c1ccc(OCc2ccc(C(=O)OC)cc2)c(OC)c1	-58.2	-2.5	-1.7	6.3	-1.3	3.3	0.6	0.0	58.2	-3.6
CC12CCC3(CC1CCC1OC12)OCCO3 (centres undefined)	19.8	-13.7	0.3	-6.0	-2.6	-1.8	-1.0	-0.5	-19.8	-1.4

Main list, repeating the preview:
SMILES	SR-BI uptake up	Arrestin-AP2 inh	Keap1 Nrf2 FP	PKA-R2B act	NSD2 inh	PvdQ acylase	LANA DNA inh	Cardiac RTF inh	SR-BI DiI inh	DAGLB inh
COc1ccc(/C(C)=N/OC/C(O)=C(\C#N)c2nc3ccccc3[nH]2)cc1OC	-12.9	8.3	-6.7	4.3	4.7	-5.6	4.2	-6.0	12.9	3.0
CCCCNC(=S)N(C)/N=C/c1ccc(OCc2ccc(C(=O)OC)cc2)c(OC)c1	-58.2	-2.5	-1.7	6.3	-1.3	3.3	0.6	0.0	58.2	-3.6
CC12CCC3(CC1CCC1OC12)OCCO3 (centres undefined)	19.8	-13.7	0.3	-6.0	-2.6	-1.8	-1.0	-0.5	-19.8	-1.4
COc1ccc(NC(=O)CNC(=O)Cc2ccccc2)cc1OC	/	1.4	0.8	0.0	2.5	-13.6	0.8	-2.2	/	-0.2
Cc1ccc2cc(C3CC(c4ccco4)=NN3S(=O)(=O)c3ccccc3)c(Cl)nc2c1 (centres undefined)	22.9	8.7	-6.1	-9.6	0.2	-0.2	-0.5	5.9	-22.9	-1.4
O=C(Nc1ccccc1)OCc1cncs1	28.0	-12.3	-2.4	8.6	-3.1	-9.4	-1.4	-9.8	-28.0	-5.7
CCCN(CCC)CCCNC(=O)C(NS(=O)(=O)c1ccc2c(c1)CCC(=O)N2)c1ccccc1 (centres undefined)	9.7	3.5	-0.2	-2.9	4.4	9.3	-0.9	-3.1	-9.7	1.0
CCOC(=O)CN(C(=O)CSc1nnc2c(n1)[nH]c1ccc(F)cc12)c1ccccc1	/	2.3	3.0	-2.9	0.9	-3.6	0.4	-32.0	21.4	-2.1
O=C(CC(c1ccco1)C1CCCCC1=O)c1ccco1 (centres undefined)	3.6	-3.1	5.3	13.2	5.3	-7.0	1.1	-0.7	-3.6	1.1
COc1ccccc1NC(=O)Cc1csc(NC(=S)Nc2ccc(C)cc2)n1	-36.7	32.3	-1.9	-12.0	1.2	1.1	-0.2	3.4	36.8	-0.1
NC(=O)[C@@H]1CC2(CC(c3cccc(NC(=O)CC(c4ccccc4)c4ccccc4)c3)=NO2)CN1C(=O)COc1ccc(Cl)cc1 (some centres undefined)	-9.2	21.4	-1.7	-4.7	/	5.4	1.1	-11.3	9.2	1.0
Cn1c(NNC(=O)C2CCCCC2)cc(=O)n(C)c1=O	-12.5	-10.2	1.9	-9.0	12.1	7.6	-0.1	0.2	12.5	-4.5
COc1ccc(-c2c(C)n([O-])c3c([n+]2=O)CCC3)cc1OC	36.6	-15.3	0.5	-3.7	-2.7	-17.0	1.0	3.9	-36.6	1.8
Cc1cc(NC(=O)Cc2ccc(Br)cc2)no1	21.7	-10.4	-3.2	11.6	-1.5	-4.0	1.0	-0.8	-21.7	3.1
COC(=O)CCNS(=O)(=O)c1ccc2ccccc2c1	28.9	-4.2	3.0	-9.7	-2.0	-0.4	1.5	1.7	-28.9	1.8
CC(C)(C)SCCNC(=O)CN(c1ccccc1)S(=O)(=O)c1ccc(F)cc1	13.8	5.5	-4.9	-5.5	4.6	-15.4	0.0	-3.2	-13.8	-1.1
CCCCn1c(SCC(=O)N2CCCC2)nnc1-c1ccccc1	-1.0	-4.3	0.0	-4.0	-1.1	-0.1	1.4	8.2	1.0	-2.4
N#CCCN(C(=O)CCl)c1cccc(Cl)c1	20.3	-2.3	-3.9	3.4	/	-3.9	-0.2	-14.7	-20.3	1.5
CCN(C(=O)COC(=O)c1cc(=O)[nH]c2ccccc12)C1CCS(=O)(=O)C1 (centres undefined)	12.5	-7.1	-4.7	-0.4	-17.1	-15.8	0.2	-1.3	-12.6	3.6
Cc1cccc(NC(=O)Nc2c(C)n(C)n(-c3ccccc3)c2=O)c1	12.4	-2.0	-7.6	2.5	-1.6	-6.7	-2.0	2.9	-12.4	-0.9
CS(=O)(=O)N1CCCC(C(=O)N2CCN(c3cccc(Cl)c3)CC2)C1 (centres undefined)	-4.9	33.1	3.7	-11.7	0.1	6.3	2.2	-5.9	4.9	-0.5
O=C1N(CN2C(=O)C3(OCCO3)c3ccccc32)c2ccccc2C12OCCO2	10.5	5.0	-3.6	-7.0	-1.0	-6.7	-0.8	-4.1	-10.5	-3.0
O=[N+]([O-])c1ccc(CNc2cccc(Cl)c2)s1	-10.4	60.4*	3.2	-5.8	10.3	7.2	6.2	-11.9	10.4	-1.5
CCCC(=O)Nc1nc(C)c(C(C)=O)s1	-9.4	-1.1	-5.9	-7.1	-2.5	-8.8	-1.4	-4.5	9.4	-0.8
O=C(Nc1cccc(C(F)(F)F)c1)C1CCN(S(=O)(=O)c2ccc(N3CCCC3=O)cc2)CC1	-16.1	-6.5	1.3	3.9	-2.9	1.7	-0.5	-1.4	16.1	-2.5
COc1ccc2cc(CN(CC3CCCO3)C(=O)Nc3ccccc3)c(=O)[nH]c2c1 (centres undefined)	-24.2	-9.1	-0.9	10.9	3.7	-13.6	0.5	-6.7	24.2	0.6
CCc1ccccc1N(CC(=O)NCc1ccco1)C(=O)c1snc(C(N)=O)c1N	/	4.1	-2.7	-3.6	3.6	-14.0	0.2	6.6	/	0.4
Cc1ccc(S(=O)(=O)N2CCC(=O)N(CCO)CC2)cc1	26.6	8.2	-6.3	1.5	/	-8.8	-1.1	5.9	-26.6	0.5
O=C(CCC1CCCCC1)Nc1ccccc1C(=O)N1CCOCC1	0.3	5.2	-3.3	1.9	-1.7	-9.7	-2.0	-8.8	-0.3	1.3
O=C(O)c1cc(-c2ccccc2)n(-c2ccc(Cl)cc2Cl)n1	0.6	37.4	0.9	2.5	6.6	0.3	0.1	-1.4	-0.6	0.7
CN(C(=O)c1cccnc1)c1nnc(-c2ccccn2)s1	2.9	3.9	-4.5	-10.0	/	-8.3	-1.5	-4.0	-2.9	-1.5
CC[C@H](C)C1NC(=O)[C@H](CC(=O)O)NC(=O)c2cc([N+](=O)[O-])cc(I)c2NCCC(C(N)=O)NC1=O (some centres undefined)	35.4	6.8	-0.4	-11.7	/	-0.4	2.4	-4.2	-35.4	1.7
CCNC(=S)Nc1scc(-c2ccccc2)c1C(=O)OCC	-49.8	-14.6	-1.2	0.1	2.3	-7.7	1.7	-7.7	49.8	-8.8
O=C(NCCc1ccc(C(F)(F)F)cc1)C1CCC(=O)N(C2CC2)C1 (centres undefined)	1.3	-16.8	-7.2	3.9	4.0	1.5	-0.5	-6.5	-1.3	0.8
Cc1cc(NS(=O)(=O)c2ccc(NC(=O)COc3ccc(Br)cc3)cc2)nc(C)n1	1.8	-1.8	-3.1	-2.2	0.6	3.2	-0.6	-4.2	-1.8	2.3
CNC(=S)Nc1ccc(C23CC4CC(CC(C4)C2)C3)cc1	-14.7	0.5	-8.4	-12.0	5.0	-5.1	0.0	-1.8	14.7	-0.5
COc1cccc(NC(=S)NNC(=O)CCn2cc([N+](=O)[O-])cn2)c1	0.4	12.8	-0.7	/	0.1	-6.3	0.1	/	-0.4	/
C[C@H](NC(N)=O)C(=O)OCC(=O)NCc1cccs1	12.7	15.9	-2.8	-7.2	-2.4	8.1	0.9	1.1	-12.7	3.4
C/C(=N\Nc1cccc2cccnc12)c1ccccc1O	-37.4	-5.0	1.8	2.6	0.6	-15.2	0.9	1.8	37.4	-12.1
NC(=O)C1=C[C@H](c2csc3ccccc23)C[C@H](OCCCCO)O1	-5.7	2.8	-5.7	-8.8	/	-5.2	2.1	-1.8	5.7	3.6
O=[N+]([O-])c1ccc(OCc2nnc(-c3ccccc3)o2)cc1	8.5	-7.2	-4.1	-8.3	4.4	-4.6	0.0	1.9	-8.5	-6.2
Cc1ccc2nc(-c3ccccc3)cc(C(=O)NCC(c3ccco3)N(C)C)c2c1 (centres undefined)	-20.5	30.2	-1.8	5.6	6.9	1.3	2.7	-9.7	20.5	0.4
CC(=O)/C(=N\Nc1ccc(C)cc1)N1CCOCC1	-9.5	-3.6	-3.6	8.3	10.0	-10.0	-1.1	2.7	9.5	0.3
COc1ccccc1CNC(=O)c1c(-c2ccccc2)nn(-c2ccccc2)c1C	-10.7	19.3	-0.3	-7.0	-2.2	0.1	0.1	2.3	10.7	-6.5
Cc1nc2cc(NS(=O)(=O)c3c(C)c(C)cc(C)c3C)ccc2s1	-24.5	-0.8	0.4	-1.9	-3.1	2.5	0.9	-0.2	24.5	-2.4
Nc1ccccc1-c1nc2ccccc2[nH]c1=O	-14.8	2.8	-3.0	1.3	-2.5	-13.6	2.5	-6.3	14.8	2.1
COCCNc1c(-c2ccc(OC)c(OC)c2)nc2ccc(Cl)cn12	-54.8	2.4	-3.9	3.0	-1.6	-4.4	0.7	-2.6	54.8	2.9
CC1CCCN(C(=O)c2cccc(S(=O)(=O)Nc3cc(C(F)(F)F)ccc3Cl)c2)C1 (centres undefined)	-2.0	2.4	2.9	4.6	-0.1	-6.2	1.2	-6.8	2.0	15.7
CCOc1ccc(N(CC(=O)NCCOc2ccc(C)cc2)S(=O)(=O)c2ccccc2)cc1	-13.4	-5.3	-0.6	-16.6	3.1	-6.5	-1.0	0.8	13.4	-3.8
Cc1c(C(=O)N2CCN(Cc3ccc4c(c3)OCO4)CC2)cccc1[N+](=O)[O-]	17.9	-1.8	1.5	-7.2	9.4	-12.6	0.7	-6.5	-17.9	1.5
COc1cc2c(cc1/C=C1/NC(=O)N(CC(=O)Nc3ccccc3)C1=O)OCO2	-5.1	23.8	2.7	9.0	2.2	8.2	7.1	4.5	5.1	5.5
O=C(CCCn1c(=O)[nH]c2ccccc2c1=O)Nc1ccc(F)cc1	10.8	57.4*	-4.1	-12.1	-3.0	3.7	-0.2	11.2	-10.8	-0.3
O=C(O)C1Cc2ccccc2-c2ccccc2C1	7.2	4.6	-3.4	-3.3	-1.4	-11.1	-1.8	0.9	-7.2	2.5
COc1ccc(Cl)cc1NC(=O)CN(C)C(=O)CN1C(=O)NC(C)(c2ccc3ccccc3c2)C1=O (centres undefined)	-34.1	-5.5	-0.9	-7.0	0.4	-14.2	0.1	2.3	34.1	2.0
COC(=O)[C@H](CCSC)NC(=O)Nc1ccc(S(N)(=O)=O)cc1	17.4	-0.4	-0.8	-2.0	34.1	-0.2	0.9	5.2	-17.4	0.8

Rows are unselected; 2.1% or so of the library scored in one or more.
